Screens from PubChem.
BCLXL inh – inhibitors of human Bcl-xL, primary screen, biochemical, fluorescence polarization, HTS | GST-Bcl-xL / FITC-Bim BH3 peptide fluorescence polarization | Bcl-2-like protein 1 (Homo sapiens), Q07817 | inhibition, % at 10.9 µM | 320,000 compounds, 0.7% hits;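 active means inhibition above the mean of all tested compounds plus 3 SD, cutoff set per campaign, cut at about 30% in these data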;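 further: 0% = DMSO wells and 100% = unlabeled Bim-BH3 peptide competitor; inhibitors lower millipolarization by displacing the labeled peptide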
Target sequence (Q07817 whole entry, looked up): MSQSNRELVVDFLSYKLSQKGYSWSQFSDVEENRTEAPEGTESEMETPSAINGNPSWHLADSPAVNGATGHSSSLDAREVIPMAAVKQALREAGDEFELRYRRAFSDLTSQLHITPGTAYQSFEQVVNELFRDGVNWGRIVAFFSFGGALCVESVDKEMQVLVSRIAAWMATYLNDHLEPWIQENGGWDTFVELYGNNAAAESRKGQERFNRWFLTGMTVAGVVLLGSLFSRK
MEX-5 binding – MEX-5 zinc finger RNA-binding disruptors – biochemical, C. elegans, fluorescence polarization, MLPCN library, primary screen. Zinc finger protein mex-5 (Caenorhabditis elegans), Q9XUB2. MEX-5/FITC-TCR2 RNA binding; stronger effect = lower value. activity score (negative = inhibition of binding), % at 10 µM. 300,000 compounds, 0.38% hits. AID 1832, 2009;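 active means inhibition past about -25% in most replicates, and total fluorescence under double the plate's negative control median, limit read from the data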;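 further: 0% = DMSO and -100% = 5 µM competing unlabeled TCR2 RNA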
PAFAH1B2 inh – PAFAH1B2 enzyme inhibitors, primary screen, biochemical, fluorescence polarization, human | Platelet-activating factor acetylhydrolase IB subunit alpha2 (Homo sapiens), P68402 | recombinant PAFAH1B2, FP-rhodamine activity probe | inhibition, % at 3.39 µM | 340,000 compounds, 1.2% hits | AID 492953, 2010;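 active means inhibition above the mean of all tested compounds plus 3 SD, cut at about 24% in these data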;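 further: 0% = enzyme with DMSO and 100% = wells lacking PAFAH1B2; many of its hits are not listed in these tables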
Target sequence (P68402 whole entry, looked up): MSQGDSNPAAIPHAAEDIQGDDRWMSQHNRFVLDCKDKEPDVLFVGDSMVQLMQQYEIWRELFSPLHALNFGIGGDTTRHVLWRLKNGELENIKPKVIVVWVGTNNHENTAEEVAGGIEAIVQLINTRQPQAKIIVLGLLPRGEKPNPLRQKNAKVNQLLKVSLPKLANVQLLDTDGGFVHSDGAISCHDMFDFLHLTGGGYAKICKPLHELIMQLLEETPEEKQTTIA
GLD-1 RNA inh – GLD-1/TGE RNA complex disruptors, primary screen, biochemical, fluorescence polarization; purified GLD-1 + fluorescein TGE RNA; inhibition, % at 5.96 µM; 320,000 compounds, 0.44% hits;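 active means percent inhibition above a per-plate cutoff, the plate mean of test compounds plus 3 SD, cut at about 30% in these data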;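 further: 0% = DMSO wells with GLD-1 and probe and 100% = wells lacking GLD-1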
Target sequence (Q17339 whole entry, looked up): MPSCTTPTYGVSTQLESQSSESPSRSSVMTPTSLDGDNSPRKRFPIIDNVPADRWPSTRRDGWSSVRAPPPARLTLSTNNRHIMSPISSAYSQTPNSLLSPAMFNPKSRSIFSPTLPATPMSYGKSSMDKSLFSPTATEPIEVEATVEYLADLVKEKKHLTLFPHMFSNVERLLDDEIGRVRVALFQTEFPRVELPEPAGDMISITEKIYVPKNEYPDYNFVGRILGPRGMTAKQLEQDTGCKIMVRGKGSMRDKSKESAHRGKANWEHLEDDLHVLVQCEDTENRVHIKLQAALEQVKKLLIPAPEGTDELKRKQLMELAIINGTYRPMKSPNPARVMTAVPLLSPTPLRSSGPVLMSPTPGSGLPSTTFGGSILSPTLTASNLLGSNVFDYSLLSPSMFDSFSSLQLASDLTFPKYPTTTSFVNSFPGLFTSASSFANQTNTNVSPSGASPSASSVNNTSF
pPAFAH FP inh – pPAFAH enzyme inhibitors, primary screen, biochemical, fluorescence polarization, human; Platelet-activating factor acetylhydrolase (Homo sapiens), Q13093; recombinant pPAFAH, FP-rhodamine probe fluorescence polarization; inhibition, % at 3.39 µM; 330,000 compounds, 1.5% hits;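 active means inhibition above the mean inhibition across the screen plus 3 SD, cut at about 25% in these data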;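 further: inhibitors block binding of the rhodamine activity-based probe so polarization drops; 0% = enzyme with DMSO and 100% = wells lacking pPAFAH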
AHR act – AHR activators, primary screen, cell-based, luminescence, luciferase reporter, human | 320,000 compounds, 2.5% hits | activation, % at 5 µM | AHR-responsive luciferase reporter cells | Aryl hydrocarbon receptor (Homo sapiens), P35869 | AID 2796, 2010; in the data active means activation above about 47%;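 further: 0% = vehicle wells and 100% = reference agonist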
PME-1 primary – PME-1 inhibitors via competitive probe labeling, primary screen, biochemical, fluorescence polarization, FP-Rh probe, HTS; Protein phosphatase methylesterase 1 (Homo sapiens), Q9Y570; recombinant PME-1; inhibition, % at 5.9 µM; 320,000 compounds, 0.53% hits;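 active means inhibition above the campaign mean of all compounds plus 3 SD, cut at about 26% in these data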;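 further: competitive labeling of PME-1 active site by serine hydrolase directed probe; 0% = PME-1 with DMSO and 100% = wells lacking PME-1 enzyme; inhibitors block probe labeling so polarization falls and inhibition rises; many of its hits are not listed in these tables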
Fam108B inh – mouse Fam108B serine hydrolase inhibitors, primary screen, counter-screen for RBBP9 inhibitor project, biochemical, fluorescence polarization; 300,000 compounds, 0.33% hits; inhibition, % at 9.51 µM; AID 1947, 2009; recombinant Fam108B, FP-Rh probe fluorescence polarization;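 active means inhibition above the screen mean inhibition plus 3 SD, computed separately per campaign, cut at about 18% in these data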;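 further: inhibitors lower polarization as less probe binds the enzyme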
MCL1-BIM inh – inhibitors of MCL1 binding to BIM-BH3, primary screen, biochemical, fluorescence polarization. Induced myeloid leukemia cell differentiation protein Mcl-1 (Homo sapiens), Q07820. GST-MCL1 / FITC-Bim-BH3 fluorescence polarization. inhibition, % at 10.9 µM. 320,000 compounds, 0.68% hits;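 active means inhibition above the mean inhibition of all tested compounds plus 3 SD, set per campaign, cut at about 40% in these data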;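 further: 0% = DMSO wells and 100% = unlabeled Bim-BH3 peptide control; higher means more loss of mP so more displacement of Bim peptide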
Active calls of the source: *; & = joins results of further samples.

For COc1ccc(-c2cn3cccc(C)c3n2)cc1Br the results were BCLXL inh 2, MEX-5 binding -2.6, PAFAH1B2 inh 2, GLD-1 RNA inh 5, pPAFAH FP inh 1, AHR act 12, PME-1 primary -1, Fam108B inh 2 and MCL1-BIM inh -6.
`O=C(Cn1c(=O)sc2ccccc21)OC(CCl)CCl` gave BCLXL inh 5, MEX-5 binding -3.1, PAFAH1B2 inh 0, GLD-1 RNA inh 4, pPAFAH FP inh 0, AHR act 5, PME-1 primary -8, Fam108B inh -3 and MCL1-BIM inh 10.
`CCC1CCCCN1C(=O)Nc1cccc(NC(=O)N2CCCCC2CC)c1` (stereo unspecified) gave BCLXL inh 3, MEX-5 binding 2.7, PAFAH1B2 inh 7, GLD-1 RNA inh -5, pPAFAH FP inh 6, AHR act 1, PME-1 primary 9, Fam108B inh -3 and MCL1-BIM inh 12.
For COc1cccc(NC(=O)CN(C)C(=O)CNC(=O)c2ccc3ccccc3c2)c1 the results were BCLXL inh 2, MEX-5 binding 2.4, PAFAH1B2 inh 2, GLD-1 RNA inh 6, pPAFAH FP inh 0, AHR act 3, PME-1 primary 5, Fam108B inh -9 and MCL1-BIM inh 4.
For O=S(=O)(NCC1CCCO1)c1ccc(Br)cc1 (stereo unspecified) the results were BCLXL inh -3, MEX-5 binding -0.1, PAFAH1B2 inh 7, GLD-1 RNA inh -3, pPAFAH FP inh 3, AHR act 1, PME-1 primary -3, Fam108B inh 1 and MCL1-BIM inh -10.
For COC/C=C/C1=CC2=CC(=O)C(C)(OC(=O)c3cccs3)C(=O)C2=CO1 (stereo unspecified) the results were BCLXL inh 6, MEX-5 binding -8.9, GLD-1 RNA inh 6, pPAFAH FP inh 13, AHR act 0, PME-1 primary -2, Fam108B inh 3 and MCL1-BIM inh 15.
Screening COc1ccc(S(=O)(=O)N(CC(=O)NCc2cccnc2)c2ccc(F)cc2)cc1OC returned BCLXL inh 1, MEX-5 binding 0.4, GLD-1 RNA inh 4, pPAFAH FP inh -1, AHR act 0, PME-1 primary 6, Fam108B inh 8 and MCL1-BIM inh 9.
CCC(C)Sc1nc2ccccc2c(=O)[nH]1 (stereo unspecified) was read as BCLXL inh 0, MEX-5 binding 0.1, PAFAH1B2 inh -4, GLD-1 RNA inh -1, pPAFAH FP inh 0, AHR act 7, PME-1 primary 2, Fam108B inh -1 and MCL1-BIM inh 2.
`O=C(c1cc(F)ccc1F)C1CCCN(C(=O)CCc2cnccn2)C1` (stereo unspecified) gave BCLXL inh -2, MEX-5 binding 0.5, PAFAH1B2 inh 1, GLD-1 RNA inh -1, pPAFAH FP inh -1, AHR act 2, PME-1 primary 1, Fam108B inh 2 and MCL1-BIM inh 1.
Screening Cc1csc(NC(=O)Nc2cccc(Cl)c2)n1 returned BCLXL inh 2, MEX-5 binding -0.2, PAFAH1B2 inh 1, GLD-1 RNA inh 1, pPAFAH FP inh -3, AHR act 23, PME-1 primary 2, Fam108B inh 2 and MCL1-BIM inh 2.
Screening Cc1cccc(C)c1NC(=O)CN(C)C(=O)c1ccc(-c2cccc(C(F)(F)F)c2)o1 returned BCLXL inh 6, MEX-5 binding 2.3, PAFAH1B2 inh 6, GLD-1 RNA inh 7, pPAFAH FP inh 12, AHR act -4, PME-1 primary 4, Fam108B inh 0 and MCL1-BIM inh 2.
For CC1CCCCN1C(=O)c1ccccc1OC1CCN(S(C)(=O)=O)CC1 (stereo unspecified) the results were BCLXL inh 3, MEX-5 binding -1.8, PAFAH1B2 inh 5, GLD-1 RNA inh 2, pPAFAH FP inh 5, AHR act -4, PME-1 primary 11, Fam108B inh 4 and MCL1-BIM inh -4.
`CCc1ccccc1N(CC(=O)NC(C)(C)CC)C(=O)CCC(=O)Nc1nccs1` gave BCLXL inh 2, MEX-5 binding -2.2, PAFAH1B2 inh 5, GLD-1 RNA inh 11, pPAFAH FP inh 9, AHR act -2, PME-1 primary 0, Fam108B inh -4 and MCL1-BIM inh 0.
For Cc1cc(C)n2nc(C(=O)Nc3ccc4c(c3)OCCO4)nc2n1 the results were BCLXL inh -2, PAFAH1B2 inh -6, GLD-1 RNA inh -1, pPAFAH FP inh 2, AHR act 4, PME-1 primary -4 and MCL1-BIM inh -8.
Screening C=CCNC(=S)NNC(=O)c1ccncc1 returned BCLXL inh 9, MEX-5 binding -2.4, PAFAH1B2 inh 5, GLD-1 RNA inh 3, pPAFAH FP inh -4, AHR act 2, PME-1 primary 4, Fam108B inh 3 and MCL1-BIM inh 11.
Screening Cc1c(C(=O)N2CCC(C(N)=O)CC2)oc2ccc(Br)cc12 returned BCLXL inh 3, MEX-5 binding -1.7, PAFAH1B2 inh 2, GLD-1 RNA inh 3, pPAFAH FP inh 4, AHR act 23, PME-1 primary -1, Fam108B inh 1 and MCL1-BIM inh 2.
`COc1ccc(-c2[nH]c(-c3ccccc3)nc2SCC(=O)NC2CCCC2)cc1` gave BCLXL inh 3, MEX-5 binding -2.0, PAFAH1B2 inh 3, GLD-1 RNA inh 10, pPAFAH FP inh 2, AHR act 38, PME-1 primary 5, Fam108B inh 7 and MCL1-BIM inh 8.
For COc1ccccc1CN1C(=O)CN(C2CCCCCC2)C(=O)C1c1ccc(F)cc1 (stereo unspecified) the results were BCLXL inh 6, MEX-5 binding 2.4, PAFAH1B2 inh 6, GLD-1 RNA inh 2, pPAFAH FP inh 4, AHR act 0, PME-1 primary 2, Fam108B inh 0 and MCL1-BIM inh 0.
For Cc1cc(C(=O)N/N=C/c2cccc([N+](=O)[O-])c2)c(C)o1 the results were BCLXL inh 7, MEX-5 binding -0.7, PAFAH1B2 inh 6, GLD-1 RNA inh -2, pPAFAH FP inh 6, AHR act 72*, PME-1 primary -4, Fam108B inh -3 and MCL1-BIM inh 7.
`COc1ccc(NC(=O)CN(C)C(=O)c2c(-c3c(F)cccc3Cl)noc2C)cc1` gave BCLXL inh -1, MEX-5 binding 0.6, PAFAH1B2 inh 6, GLD-1 RNA inh 3, pPAFAH FP inh 2, AHR act 1, PME-1 primary -2, Fam108B inh 5 and MCL1-BIM inh -7.

Overlap with the part before: three entries; new compounds follow.
For COc1ccccc1CN1C(=O)CN(C2CCCCCC2)C(=O)C1c1ccc(F)cc1 (stereo unspecified) the results were BCLXL inh 6, MEX-5 binding 2.4, PAFAH1B2 inh 6, GLD-1 RNA inh 2, pPAFAH FP inh 4, AHR act 0, PME-1 primary 2, Fam108B inh 0 and MCL1-BIM inh 0.
For Cc1cc(C(=O)N/N=C/c2cccc([N+](=O)[O-])c2)c(C)o1 the results were BCLXL inh 7, MEX-5 binding -0.7, PAFAH1B2 inh 6, GLD-1 RNA inh -2, pPAFAH FP inh 6, AHR act 72*, PME-1 primary -4, Fam108B inh -3 and MCL1-BIM inh 7.
`COc1ccc(NC(=O)CN(C)C(=O)c2c(-c3c(F)cccc3Cl)noc2C)cc1` gave BCLXL inh -1, MEX-5 binding 0.6, PAFAH1B2 inh 6, GLD-1 RNA inh 3, pPAFAH FP inh 2, AHR act 1, PME-1 primary -2, Fam108B inh 5 and MCL1-BIM inh -7.
Cc1ccc(NC(=O)Cc2ccc3c(c2)CCCC3)cc1C was read as BCLXL inh 9, MEX-5 binding -0.8, PAFAH1B2 inh 7, GLD-1 RNA inh 0, pPAFAH FP inh 6, AHR act 3, PME-1 primary -3, Fam108B inh -2 and MCL1-BIM inh 7.
Screening O=C(Nn1cnc2ccccc2c1=O)c1ccc([N+](=O)[O-])cc1 returned BCLXL inh 1, MEX-5 binding -2.5, PAFAH1B2 inh 5, GLD-1 RNA inh 9, pPAFAH FP inh 10, AHR act 1, PME-1 primary -7, Fam108B inh 0 and MCL1-BIM inh -3.
For Cc1cc(C)n2cc(CSc3nc4ccccc4s3)nc2n1 the results were BCLXL inh 4, MEX-5 binding 2.1, PAFAH1B2 inh 4, GLD-1 RNA inh 0, pPAFAH FP inh 5, AHR act 26, PME-1 primary 2, Fam108B inh 6 and MCL1-BIM inh 2.
`CC1COC(C)(CC(=O)NN2C(=O)c3ccccc3C2=O)O1` (stereo unspecified) gave BCLXL inh 2, MEX-5 binding 2.2, PAFAH1B2 inh 5, GLD-1 RNA inh -1, pPAFAH FP inh -1, AHR act -1, PME-1 primary -3, Fam108B inh -2 and MCL1-BIM inh -4.
For N#CC(C(=O)Nc1ccc(Cl)cc1)=C1Nc2ccccc2N1 the results were BCLXL inh 2, MEX-5 binding 2.4, PAFAH1B2 inh 1, GLD-1 RNA inh 6, pPAFAH FP inh 3, AHR act 4, PME-1 primary 9, Fam108B inh 0 and MCL1-BIM inh 2.
Cc1ccc[n+](-c2nc3ccccc3nc2C(=C=[N-])C#N)c1 was read as BCLXL inh 6&2, MEX-5 binding 0.6&1.8, PAFAH1B2 inh 4&9, GLD-1 RNA inh -22&-14, pPAFAH FP inh 2&13, AHR act 21&25, PME-1 primary 0&7, Fam108B inh -1&6 and MCL1-BIM inh -1&-4.
Screening O=C(NCc1ccco1)/C(=C/c1ccccc1F)NC(=O)c1ccccc1 returned BCLXL inh 7, MEX-5 binding -1.1, PAFAH1B2 inh 0, GLD-1 RNA inh -3, pPAFAH FP inh -1, AHR act -1, PME-1 primary -1, Fam108B inh 3 and MCL1-BIM inh 5.
`COCCNC(=O)C(c1ccc(C)cc1)N(CCOC)C(=O)CCC(=O)Nc1nccs1` (stereo unspecified) gave BCLXL inh 5, MEX-5 binding -3.5, PAFAH1B2 inh 1, GLD-1 RNA inh 10, pPAFAH FP inh -2, AHR act 3, PME-1 primary 8, Fam108B inh 3 and MCL1-BIM inh 3.
Screening COc1ccc(OC)c(NC(=O)COC(=O)CC2CCCCC2)c1 returned PAFAH1B2 inh 4, GLD-1 RNA inh 1, pPAFAH FP inh 9 and AHR act 0.
For c1ccn(-c2ncnc3sc4c(c23)CCCC4)c1 the results were BCLXL inh 4, PAFAH1B2 inh 3, GLD-1 RNA inh 2, pPAFAH FP inh 7, AHR act 6, PME-1 primary -5, Fam108B inh 1 and MCL1-BIM inh 6.
O=c1[nH]c(=S)[nH]c2c1C(c1cc([N+](=O)[O-])c(N3CCOCC3)cc1N1CCOCC1)O2 (stereo unspecified) was read as BCLXL inh 5, MEX-5 binding -1.9, PAFAH1B2 inh 3, GLD-1 RNA inh 3, pPAFAH FP inh -2, AHR act 4, PME-1 primary -6, Fam108B inh 2 and MCL1-BIM inh 4.
For Fc1ccc(CNC(=S)NCc2cccc(Cl)c2)cc1 the results were BCLXL inh 4, MEX-5 binding 2.1, PAFAH1B2 inh 0, GLD-1 RNA inh 8, pPAFAH FP inh 1, AHR act 3, PME-1 primary -1, Fam108B inh 0 and MCL1-BIM inh 12.

These rows are one share of the data, so the mix of outcomes need not match the whole.
